Screening data from PubChem.
mIDH1 inhibitor: human IDH1 R132H inhibition; 390,000 tested, 0.093% active; Potency, µM (series often up to 76.6 µM), for inactives: top-dose activity change, negative = inhibition, actives largely listed as inhibitors; IDH1-R132H enzyme, NADPH consumption, diaphorase/resazurin fluorescence; O75874; also: potency is read from the fitted curve at half-maximal effect; % is scaled to controls: 0 for no effect and ±100 for the full control effect; nearly all actives have a fitted effect of over 65% in size
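IDH1-R132H (0.5 ug/mL dispensed) in pH 7.5 Tris buffer was preincubated 30 min with compound, then given a substrate mix of 0.016 mM NADPH and 2 mM alpha-KG for 80 min at room temperature; remaining NADPH was read by diaphorase/resazurin fluorescence.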
D2 agonist: D2 dopamine receptor (human) agonism | activation, % at 2 µM | P14416 | HEK293 T-REx D2 cells, calcium flux agonist mode | 340,000 tested, 0.53% active;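 active = activation over 3 SD above normal in the single-dose calcium agonist read, cut at about 30% in these data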; also: 0% is about no effect
Target sequence (P14416 whole entry, looked up): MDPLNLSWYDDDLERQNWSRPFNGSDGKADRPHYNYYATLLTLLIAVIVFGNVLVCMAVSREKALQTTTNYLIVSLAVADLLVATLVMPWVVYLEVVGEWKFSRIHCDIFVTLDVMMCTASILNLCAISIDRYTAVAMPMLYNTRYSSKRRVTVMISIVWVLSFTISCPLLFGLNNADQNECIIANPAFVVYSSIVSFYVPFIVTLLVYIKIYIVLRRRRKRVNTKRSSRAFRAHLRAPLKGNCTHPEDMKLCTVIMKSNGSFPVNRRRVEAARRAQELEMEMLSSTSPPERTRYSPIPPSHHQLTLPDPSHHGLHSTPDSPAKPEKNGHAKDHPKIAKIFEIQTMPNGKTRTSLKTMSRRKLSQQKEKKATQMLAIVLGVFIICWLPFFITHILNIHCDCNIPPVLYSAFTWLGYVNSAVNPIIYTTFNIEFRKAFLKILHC
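HEK293 Trex D2 cells, tetracycline-induced, o/n 30 C 5% CO2; no-wash Ca dye, RT 30–90 min; 10-cycle baseline, 23 nl cpd added, kinetic Ca read 180 s; agonist hits = positive Ca response.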
D2 antagonist: antagonizes the human D2 dopamine receptor. HEK293 TREx D2 cells, calcium flux, dopamine EC80. P14416. inhibition, % at 10 µM. 340,000 tested, 2% active; in the data active = inhibition above about 30%; also: 0% is about no effect
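Calcium mobilization kinetics were recorded at 1 s intervals in tetracycline-induced HEK293 T-REx D2 cells, first for 180 s after compound addition and then 180 s after EC80 dopamine.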
PI4K2A block: blocks human PI4K2A kinase activity; Q9BTU6; purified PI4K2A, ADP-Glo luminescence, 1 h; hits give low values; activity change, negative = inhibition, % at 76.9 µM; 420,000 tested, 0.13% active; AID 1346378; in the data active = activity change below about -50%; inconclusive = mostly about -30% to -49%;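 also: -100% = wells without enzyme as full effect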
Target sequence (Q9BTU6 whole entry, looked up): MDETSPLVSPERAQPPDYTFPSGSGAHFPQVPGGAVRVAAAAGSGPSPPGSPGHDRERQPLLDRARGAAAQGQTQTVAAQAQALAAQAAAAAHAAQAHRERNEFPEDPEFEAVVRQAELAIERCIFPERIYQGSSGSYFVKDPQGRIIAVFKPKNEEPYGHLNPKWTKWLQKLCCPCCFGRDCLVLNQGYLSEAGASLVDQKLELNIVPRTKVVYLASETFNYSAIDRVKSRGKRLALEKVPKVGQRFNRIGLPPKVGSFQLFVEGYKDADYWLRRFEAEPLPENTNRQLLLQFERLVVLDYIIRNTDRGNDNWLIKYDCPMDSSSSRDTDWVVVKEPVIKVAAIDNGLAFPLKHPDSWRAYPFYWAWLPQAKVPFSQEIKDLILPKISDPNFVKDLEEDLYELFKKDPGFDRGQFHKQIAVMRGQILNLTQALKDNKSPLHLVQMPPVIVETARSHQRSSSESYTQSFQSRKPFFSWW
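PI4K2A activity was measured by ADP-Glo luminescence: enzyme (4 ug/mL stock) and phosphatidylinositol (1.2 mM stock) in Tris pH 7.5/MgCl2/EGTA/Triton X-100 buffer were reacted with ATP (300 microM stock) for one hour at ambient temperature.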
TrxR1 substrate: rat thioredoxin reductase 1 substrate activity | O89049 | purified TrxR1 substrate turnover, NADPH consumption readout | Potency, µM (doses to about 114 µM), for the others: at the top dose activity change, negative = substrate turnover | 390,000 tested, 0.01% active; also: potency is read from the fitted curve at half-maximal effect; % is scaled to controls: 0 for no effect and ±100 for the full control effect; nearly all actives have a fitted effect of over 50% in size
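Rat TrxR1, dispensed at 90 nM, was prereduced with 400 uM NADPH (final) for 5 min at ~22 deg C, then incubated with compound 15 min before 400 uM selenite. A first-read NADPH fluorescence drop versus no-compound background flagged substrates.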
USP1-UAF1 inh: USP1/UAF1 (human) deubiquitinase inhibition. recombinant USP1/UAF1, Ub-Rhodamine cleavage fluorescence. Potency, µM (highest dose often 57.1 µM), without a hit: at the highest dose activity change, negative = inhibition, usual class: inhibitors. 390,000 tested, 0.23% active; also: potency is read from the fitted curve at half-maximal effect; % is scaled to controls: 0 for no effect and ±100 for the full control effect; nearly all actives have a fitted effect of over 60% in size; inactives centre near -12
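Step one: compound is pinned into 1nM USP1/UAF1 in HEPES pH 7.8 buffer with TCEP. Step two: 15 min room-temperature incubation. Step three: Ub-Rho (150nM final) starts cleavage, tracked by fluorescence over six one-minute reads.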
TrxR1 inh: blocks rat thioredoxin reductase 1; 390,000 tested, 1% active; recombinant rTrxR1, NADPH fluorescence consumption, selenite substrate; Potency, µM (doses to about 114 µM), for inactives: at the top dose activity change, negative = inhibition, usual class: inhibitors; AID 588453; O89049; also: potency is read from the fitted curve at half-maximal effect; % is scaled to controls: 0 for no effect and ±100 for the full control effect; nearly all actives have a fitted effect of over 65% in size
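Rat TrxR1 (90 nM in the dispensed reagent) was pre-reduced with 400 uM NADPH for 5 min at room temperature, then incubated with compound for 15 min. After 400 uM selenite was added, NADPH fluorescence (Ex 340/Em 450 nm) was followed for 8 min.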
TRHR PAM: allosterically enhances the human TRH receptor; P34981; TRHR cells, fluo-8 calcium fluorescence, EC20 TRH enhancement; enhancement, % at 2 µM; 360,000 tested, 0.66% active; AID 493056; in the data active = enhancement above about 30%; also: 0% is about no effect
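TRHR-expressing cells loaded with fluo-8 calcium dye were read kinetically (ex 480/em 530) during compound addition, then stimulated with an EC20 of TRH (10 nM final). Enhancement of the Gq-mediated intracellular calcium response was scored.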
TRHR ag: activates the human TRH receptor; P34981; TRHR cells, calcium flux fluo-8, FDSS agonist mode; activation, % at 2 µM; 360,000 tested, 0.18% active; in the data active = activation above about 30%; also: 0% is about no effect
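Fluo-8-loaded TRHR cells; 10 s baseline, compound added, kinetic Ca2+ fluorescence read 1/s, agonist mode.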
Active calls of the source: *; ? = inconclusive; . = not tested or not shown; & = joins results of further samples; [ ] = remark or other dose. Unless noted, calls follow the shape of the dose curve; as a rule, active = well fitted inhibition curve with a large enough effect; inconclusive = small, poorly fitted or top-dose-only effect; inactive = no such curve, though single readings can be large or run the other way. Rows are unselected; any-hit rate near 3.9%.

SMILES	mIDH1 inhibitor	TrxR1 inh	D2 agonist	USP1-UAF1 inh	PI4K2A block	TrxR1 substrate	TRHR PAM	TRHR ag	D2 antagonist
CCOc1ccc(NC(=O)CCS(=O)(=O)c2ccc(Br)cc2)cc1	0%&15%	-8%&-16%	-3.6&0.0	-3%&-24%	-7&0	2%&-5%	-1&20	-2.6&-1.0	21
NC(=O)CCn1c(C(=O)c2ccc(Cl)cc2)c2ccccc2[n+]1[O-]	-8%	7%[57.1 µM]	-0.5	-26%	-2	3%[57.1 µM]	-1	-0.1	13
COc1ccc(C)cc1Nc1n[n+](C)c(-c2c3ccccc3cc3ccccc23)s1	-7%	-20%[57.1 µM]	0.4	-15%	-2	-6%[57.1 µM]	0	0.0	9
CN(C)c1ccc(/C=C/C(=O)c2cc(Cl)ccc2O)cc1	-7%	4%	6.5	12%	-7	-11%	1	9.6	3
CCSCCc1nnc(NC(=O)Nc2cccc(C(F)(F)F)c2)s1	6%	13%	.	-8%	-13	3%	0	1.2	.
Cc1cc(C)c2sc(N(CCCN(C)C)C(=O)c3ccc(Br)s3)nc2c1	-6%	-8%	1.4	-6%	1	-10%	0	0.4	17
O=C(Nc1ccc(OC(F)(F)F)cc1)C1CCCN(S(=O)(=O)c2cccnc2)C1 (centres undefined)	4%	-5%	-0.5	-20%	1	0%[57.1 µM]	5	-0.8	-5
Cc1ccc(NC(=O)CSc2n[nH]c(C)c2[N+](=O)[O-])cc1	6%	1%	0.3	-14%	-3	-5%	-6	0.2	9
COc1cc(O)sc1C=Nc1ccc(Cl)cc1	8%	6%	-0.5	-11%	6	-10%	6	-0.4	-11
CCCC(=O)Nc1nc(C)c(-c2csc(Nc3cc(OC)ccc3OC)n2)s1	8%	-12%	2.5	-26%	-2	-2%	1	0.9	-1
O=C(Nc1cccc([N+](=O)[O-])c1)Nc1ccc(Cl)cn1	3%	24%[57.1 µM]	0.0	-20%	-7	8%[57.1 µM]	3	0.0	-11
CCCc1nn(C)c(C(N)=O)c1[N+](=O)[O-]	12%	8%	0.3	-14%	5	1%	10	-0.7	-4
COc1ccc(CNC(=O)Cn2ccc(N)nc2=O)cc1	-7%	14%[57.1 µM]	1.5	-1%	0	-6%	1	0.4	-4
COc1cccc(/C=N/NC(=O)c2c(C)nc3ccc(Cl)cn23)c1OC	-8%	-19%	-1.6	-7%	2	-7%	3	0.2	2
CC1CCCN(C(=O)CSc2nnc(-c3c[nH]c4ccccc34)o2)C1 (centres undefined)	6%	18%	0.8	?	-3	14%	4	-0.3	-7
COc1ccc(NC(=O)CN(c2ccc(F)cc2)S(=O)(=O)c2ccccc2)c(OC)c1	0%	35%	-0.8	-11%	-4	-5%	-3	-0.6	3
CCOc1ccccc1CNC(=O)Cc1ccc(NC(=O)N2CCCCc3ccccc32)cc1	3%	9%[57.1 µM]	1.7	?	3	0%[57.1 µM]	4	1.0	.
COc1ccc(S(=O)(=O)Nc2cc(Sc3ncn[nH]3)c(O)c3ccccc23)cc1	.	?	-1.7	.	.	50µM*	-7	-1.5	-2
CCC(=C(c1ccc(OC)cc1)c1ccc(OC)cc1)c1cn(CC(O)CN(CCO)CCO)c2ccccc12 (centres undefined)	-1%	25%	-2.2	-21%	7	0%	18	0.1	-5
COc1ccc(/C=C/C(=O)NCCN=C2NS(=O)(=O)c3ccccc32)cc1	3%	8%	-0.1	-5%	2	-3%	-4	0.2	0
O=C(N/N=C/c1ccccn1)c1ccccc1	-4%	-7%	-2.8	-16%	0	-10%	21	0.0	-4
Cc1nc(N)sc1C(=O)Nc1ccccc1	-4%	-18%[57.1 µM]	0.3	4%	?	-4%[57.1 µM]	-2	-0.1	-10
O=C(NCCn1cc(SCc2ccc(F)cc2)c2ccccc21)c1cccs1	-4%	8%	0.0	-16%	-6	-5%	-9	1.7	.
O=C(O)c1ccc(COc2ccc(CO)cc2Cl)cc1	-3%	5%	0.3	-18%	-3	9%[57.1 µM]	4	0.3	6
CCc1ccc(NC(=O)Cn2nc(C)c([N+](=O)[O-])c2C)cc1	15%	16%	0.1	-23%	4	4%	0	-0.2	0
COc1ccccc1-c1cc(C(=O)N/N=C/c2ccoc2)c2ccccc2n1	6%	-3%[57.1 µM]	-0.7	-8%	-2	-7%	-2	-0.5	79*
COc1cc2cc(CN(CCCO)S(=O)(=O)c3ccccc3)c(=O)[nH]c2cc1OC	1%	-11%	0.2	-12%	-3	117%[activator]	-2	0.3	-2
CCC1(CC)C(=O)C2=C3C1[C@H](C(=O)OC)CC(C(=O)OC)C[C@H]3[C@H]1C(=O)N(c3ccccc3)C(=O)[C@H]1[C@H]2C (some centres undefined)	10%	21%&5%[57.1 µM]	.	-27%	1	5%&-6%	.	.	.
Cc1ccnc2nc(C(=O)OCC(=O)c3ccccc3)nn12	-2%	14%	.	-9%	9	4%	.	.	.
NC(=O)C1(N2CCCCC2)CCN(Cc2nc3ccccc3c(=O)[nH]2)CC1	0%	15%	0.3	-15%	-1	14%	-1	0.4	-16
O=C(CNC(=O)c1ccccc1F)NCCc1ccccc1F	-3%	31%	-1.0	-5%	0	6%	-4	-0.1	5
N#CCCN(C(=S)NC(=O)c1cccs1)c1ccccc1F	7%	?	0.3	-8%	-1	0%	5	0.5	2
CN(C)S(=O)(=O)N1CCN(Cc2ccccc2)CC1	4%	7%	0.2	7%	7	2%	-6	0.9	8
Cc1ccc(Cn2ccc(C3CC3)n2)cc1	-7%	28%	0.0	-20%	4	4%	51*	-0.7	-3
CC(C)C[C@H](NC(=O)N1CC(=O)Nc2ccccc21)C(=O)N[C@@H](Cc1c[nH]c2ccccc12)C(=O)O	-8%	9%	-0.6	-19%	-1	3%	16	0.3	-26
COc1ccc(NC(=O)c2cc(S(=O)(=O)N3CCOCC3)ccc2C)cc1S(=O)(=O)N1CCCCC1	2%	22%	.	-14%	0	3%	.	.	.

An excerpt of these results, with values under each structure.
Second line of a record – mIDH1 inhibitor	TrxR1 inh	D2 agonist	USP1-UAF1 inh	PI4K2A block	TrxR1 substrate	TRHR PAM	TRHR ag	D2 antagonist
CCOc1ccc(NC(=O)CCS(=O)(=O)c2ccc(Br)cc2)cc1
    0%&15%	-8%&-16%	-3.6&0.0	-3%&-24%	-7&0	2%&-5%	-1&20	-2.6&-1.0	21
Cc1ccc(Cn2ccc(C3CC3)n2)cc1
    -7%	28%	0.0	-20%	4	4%	51*	-0.7	-3
Cc1cc(C)c2sc(N(CCCN(C)C)C(=O)c3ccc(Br)s3)nc2c1
    -6%	-8%	1.4	-6%	1	-10%	0	0.4	17

Next compounds:
SMILES	mIDH1 inhibitor	TrxR1 inh	D2 agonist	USP1-UAF1 inh	PI4K2A block	TrxR1 substrate	TRHR PAM	TRHR ag	D2 antagonist
CCCOc1ccccc1-c1nc(SCCC(=O)O)n[nH]1	4%	14%	0.5	0%	-1	1%	-1	-0.2	16
Cn1cc(C(=O)c2ccc(Cl)cc2Cl)cc1C(=O)N/N=C(\N)COc1cccc(C(F)(F)F)c1	-3%	7%[57.1 µM]	.	-26%	9	10%[57.1 µM]	-3	-0.2	.
CCCSc1ncc(Cl)c(C(=O)Nc2ccc(S(=O)(=O)N3CC(C)OC(C)C3)cc2)n1 (centres undefined)	5%	10%	0.4	-10%	-1	4%	-7	1.4	-20
Cc1cccc(NC(=O)c2ccc(OCC(=O)NCc3ccccc3)cc2)c1C	9%	18%	0.3	1%	-4	5%	-2	-0.5	3
Cc1nnsc1C(=O)N1CCCC(N2CCN(c3cccc(C(F)(F)F)c3)CC2)C1 (centres undefined)	0%	-28%	4.7	-18%	7	-5%	-2	0.1	3
Cc1ccc(S(=O)(=O)C(F)(F)F)cc1NC(=O)c1cccnc1	1%	3%	0.3	-20%	-2	-7%	-1	1.2	-22
Cc1cc(C)n2c(Br)c(CN3CCCC(C)C3)nc2n1 (centres undefined)	-1%	26%	0.7	-23%	1	61%[activator]	-2	0.6	-19
Cc1nc(CC(=O)NNS(=O)(=O)c2cccc(Cl)c2Cl)cs1	5%	-5%	.	-4%	2	-4%	.	.	.
CCCn1c(N)c(C(=O)CSc2nc(C3CC3)n(-c3ccccc3)n2)c(=O)[nH]c1=O	3%	-9%	.	-7%	1	-13%	.	.	.
CC(O)COc1ccc(/C(=N/O)c2ccccc2)cc1 (centres undefined)	-5%	15%[57.1 µM]	1.8	-9%	2	-1%[57.1 µM]	-2	0.7	-15
CCCCNC(=O)N1CCCC(N(C)CCc2ccc(OC)c(OC)c2)C1 (centres undefined)	11%	-5%	2.1	-5%	2	-4%[2.29 µM]	-1	0.2	21
CCOC(=O)c1nnn(-c2ccc([N+](=O)[O-])cc2[N+](=O)[O-])c1C	1%	23%	-0.6	?	12	-1%	2	1.4	-3
CCCCCN(C(=O)CCC(=O)OCc1ccc(C(C)C)cc1)c1c(N)n(CCCC)c(=O)[nH]c1=O	9%	9%	-0.4	-20%	5	-3%	15	1.0	10
COc1ccc(NC(=O)CO/N=C2\CCCc3nonc32)cc1	-9%	-5%	-0.8	-6%	2	-8%	7	-0.4	10
COC(=O)CC1=C(C(=O)OC)C(c2ccc3c(c2)OCO3)C(C#N)=C(N)O1 (centres undefined)	-3%	-6%	-0.5	-6%	-1	-6%	4	-0.1	-15
CCOc1ccc(N(CC(=O)NCC2CCCO2)C(=O)CCC(=O)Nc2nccs2)cc1 (centres undefined)	2%	21%	1.4	-19%	-1	1%	-3	0.4	8
C=CCOC(=O)C1=C[C@H](C2CCCCC2)C[C@H](OCc2ccc(CO)cc2)O1	-3%	8%	.	-19%	1	-7%	.	.	.
Cc1ccc(NC(=O)CCc2c(C)nc3ncnn3c2C)cc1Cl	-5%	31%	0.5	?	0	3%	1	-0.1	.
CSc1nccc(Oc2ccccc2Cl)n1	12%	20%[57.1 µM]	.	-1%	1	-5%	.	.	.
